Vif inh: inhibitors of HIV Vif. HEK293T cells, Vif self-association by quenched fluorescence, imaging, 24 h. inhibition, % at 7.49 µM. 0.35% of 340,000 active; in the data active means inhibition above about 50%, passing the limit was not always enough; further: some results filed as inactive read as strong as hits
Granule exo inh: blocks lytic granule exocytosis; TALL-104 LAMP-1 surface exposure, flow cytometry; cells stimulated with thapsigargin and PMA; inhibition, % at 10 µM; 0.66% of 360,000 active;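 active means inhibition above about 55%, limit read from the data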
aDG glyco act: alpha-DG glycosylation activation. Pro5-aDG cells, alpha-DG glycosylation AlphaScreen (IIH6); 0% Pro5, 100% B10-LARGE cell signal. activation, % at 10 µM. 0.22% of 360,000 active;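 active means activation of at least 8% versus controls, or a plate z-score of at least 8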;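 further: Pro5 are CHO cells carrying HIG-tagged alpha-DG that lacks glycosylation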
MC4R antagonist: human MC4R antagonism in cAMP assay. P32245. MC4R-expressing cells, MTII-stimulated cAMP, LANCE TR-FRET. inhibition, % at 6.5 µM. 0.48% of 360,000 active. AID 540295;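 active means inhibition above its plate's cutoff, the mean of tested wells on that plate plus 3 SD, cut at about 29% in these data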;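 further: 0% = Melanotan II alone and 100% = Melanotan II plus saturating MCL0020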
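Assay system: U2OS-MC4R stable cell line; Also added: Melanotan II; Technique: Eu-cAMP/anti-cAMP TR-FRET, emission 671 nm; Times: 30-min compound, 1-h challenge, 1-h detection, room temperature.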
TLR9-MyD88 block: inhibitors of human TLR9-MyD88 binding; CHO BLA complementation TLR9-MyD88, CCF4 FRET ratio; AID 504734; inhibition, % at 4.98 µM; Q9NR96+Q99836; 0.21% of 340,000 active;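 active means inhibition above the mean over all tested compounds plus 3 SD, cut at about 21% in these data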;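 further: 0% = DMSO only wells and 100% = clavulanate BLA inhibitor control wells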
N-glyco inh: blocks N-linked glycosylation in D54 reporter cells; D54 ERlucT glycosylation luciferase reporter, 24 h; percent of 100 nM tunicamycin response; reporter increase, % at 12.5 µM; 0.23% of 360,000 active; AID 588692;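 active means mean luciferase reporter signal, scaled so untreated is 0 and the glycosylation-blocking control 100, at or above a set limit in every replicate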;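 further: luciferase carries N-glycosylation sites so blocking glycosylation raises the light; 0% = median of neutral control wells and 100% = median of 100 nM tunicamycin wells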
ABHD5 PLIN5 PPI: blocks binding of human ABHD5 to perilipin-5; Q00G26+Q8WTS1; Split G. princeps luciferase complementation, luminescence, 4 h; inhibition, % at 4 µM; 0.78% of 360,000 active; AID 602281;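 active means inhibition above the mean inhibition across every tested compound plus 3 SD, cut at about 22% in these data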;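 further: 0% = DMSO only wells and the 100% control is not disclosed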
ABCB6 inh 2: blocks the human ABCB6 transporter | K562-ABCB6 porphyrin accumulation, flow cytometry, 1 h; active compounds read low | fluorescence ratio to DMSO, % at 10 µM | 0.19% of 360,000 active;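 active means fluorescence ratio to DMSO below 75%, the collection mean minus 3 SD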;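 further: signal is porphyrin accumulated inside mitochondria; 100% equals median channel fluorescence of DMSO control wells; lower ratio means ABCB6 inhibition with less porphyrin fluorescence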
Target sequence (Q9NP58 whole entry, looked up): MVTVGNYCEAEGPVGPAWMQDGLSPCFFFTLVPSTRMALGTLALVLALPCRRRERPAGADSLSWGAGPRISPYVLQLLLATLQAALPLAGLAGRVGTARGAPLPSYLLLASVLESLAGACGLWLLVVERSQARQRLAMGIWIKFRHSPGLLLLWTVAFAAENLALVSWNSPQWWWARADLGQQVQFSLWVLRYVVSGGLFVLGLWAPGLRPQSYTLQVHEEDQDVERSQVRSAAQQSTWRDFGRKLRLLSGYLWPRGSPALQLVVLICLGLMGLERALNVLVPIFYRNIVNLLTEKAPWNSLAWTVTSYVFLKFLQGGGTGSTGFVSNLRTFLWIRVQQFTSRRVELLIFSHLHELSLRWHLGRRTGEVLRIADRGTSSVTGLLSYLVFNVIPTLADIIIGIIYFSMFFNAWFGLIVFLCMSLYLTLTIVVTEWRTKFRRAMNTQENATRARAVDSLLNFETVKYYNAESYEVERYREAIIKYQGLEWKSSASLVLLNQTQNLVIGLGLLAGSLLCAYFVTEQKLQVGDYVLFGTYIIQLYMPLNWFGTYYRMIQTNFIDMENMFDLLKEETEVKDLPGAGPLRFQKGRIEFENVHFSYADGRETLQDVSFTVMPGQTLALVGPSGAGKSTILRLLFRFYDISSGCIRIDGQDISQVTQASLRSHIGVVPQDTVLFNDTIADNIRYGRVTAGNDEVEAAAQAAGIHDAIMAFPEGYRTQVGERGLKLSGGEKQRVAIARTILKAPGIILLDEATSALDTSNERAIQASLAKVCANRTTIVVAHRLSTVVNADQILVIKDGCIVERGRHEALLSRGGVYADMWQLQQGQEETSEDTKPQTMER
MC4R barr agon: agonists of human melanocortin 4 receptor (MC4R) beta-arrestin; U2OS MC4R beta-arrestin complementation, luminescence; percent of melanotan II response, DMSO zero; activation, % at 8.9 µM; 0.98% of 360,000 active;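 active means activation above a per-plate cutoff, the mean activation of sample wells on that plate plus 3 SD, cut at about 8% in these data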
NOD2-RIPK2 inh: inhibitors of human NOD2-RIPK2 interaction. O43353. CHO BLA complementation NOD2-RIPK2, CCF4 ratio. inhibition, % at 4.98 µM. 0.38% of 360,000 active; in the data active means inhibition above about 21%;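 further: 0% = vehicle only and 100% = reference blocker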
* marks the source's active call; other numbers are inactive results; . = not tested or not shown; & = joins results of further samples. A portion of the library; rates above refer to the full screens.

SMILES	Vif inh	Granule exo inh	aDG glyco act	MC4R antagonist	TLR9-MyD88 block	N-glyco inh	ABHD5 PLIN5 PPI	ABCB6 inh 2	MC4R barr agon	NOD2-RIPK2 inh
Cc1cc(Cl)ccc1OCC(=O)NNC(=O)c1cccs1	-14.4	-3.5	0.1	12.6	2.6	0.0	-0.5	88.0	-4.1	-8.4
CNC(=O)c1nnsc1S(=O)(=O)c1ccc(Cl)cc1	-2.9	24.4	-0.6	5.1	41.0*	-13.6	74.5*	106.0	-2.7	85.5*
CCOC(=O)c1ccc(CSc2n[nH]c(C)n2)o1	.	-3.6	0.3	-8.8	2.9	.	1.4	97.0	2.0	7.6
C=CCn1c(SC(F)F)nc2scc(-c3ccco3)c2c1=O	13.2	2.4	0.4	10.6	1.7	0.2	4.5	86.0	-0.7	-1.6
Cn1nc(C(F)(F)F)c(C(=O)Nc2ccc(Cl)cc2)c1Cl	-4.9	-1.4	0.4	-5.1	-6.4	1.2	3.7	101.0	0.1	-3.0
CC(=O)Nc1cc(-c2ccc(N)nc2)cn2c(-c3cccc(C(F)(F)F)c3)cnc12	3.3	1.7	0.6	0.6	.	3.9	16.6	118.0	19.0*	5.2
CC(=O)N1N=C(c2ccc(C)o2)CC1c1ccc(Br)cc1 (configuration not stated)	.	-1.5	0.2	-2.4	4.7	-0.4	13.1	93.0	0.7	7.7
COc1ccccc1NC(=O)c1ccc(NS(=O)(=O)c2cccc3cccnc23)cc1	-9.6	1.7	-0.2	-0.4	-0.7	-3.6	-0.3	92.0	-1.4	-0.9
CCn1c(C)c(C(C)=O)c(N2CCCCC2)nc1=S	-5.3	-0.5	0.4	-11.4	-3.2	3.3	4.0	106.0	3.2	1.8
O=C(NCc1ccccc1)c1ccc(-c2ccccc2C(F)(F)F)o1	-3.5	-4.1	0.5	5.8	-8.4	-1.4	-4.1	94.0	-0.9	-22.4
Cc1ccc(C)c(OCC(=O)NNC(=O)c2ccc(NC(=O)C3CC3)cc2)c1	20.2	-2.6	-0.2	1.4	-3.4	0.4	1.0	98.0	-0.3	-1.3
COc1ccc(Cl)cc1C(=O)Nc1ccc(NC(=O)c2ccco2)cc1	.	-4.3	0.1	3.1	-79.3	1.0	6.7	96.0	0.7	-3.5
O=C(Nc1ccccc1)c1cccc(S(=O)(=O)N2CCCCC2)c1	-7.4	-0.1	0.0	16.8	-14.4	-2.8	2.9	96.0	1.5	-5.9
CCOC(=O)c1c(-c2ccc(-c3ccccc3)cc2)csc1NC(=O)c1cccc(N2C(=O)CCC2=O)c1	-3.4	-5.0	0.0	0.4	-2.4	-2.1	3.2	100.0	-0.6	-16.1
Cc1ccc(NC(=O)COc2ccccc2)cc1S(=O)(=O)N1CCCCC1	-11.4	-1.3	0.4	8.3	-7.7	-0.2	0.7	100.0	-0.2	4.8
COc1ccc2nc(SCC(=O)N3CCCCCC3)c(C#N)cc2c1	-5.1	1.5	0.0	0.8	-2.8	0.7	4.1	90.0	-1.1	-4.6
CNc1ccc(/C=C2\CSc3ccccc3C2=O)cc1[N+](=O)[O-]	19.9	7.8	-0.2	-6.7	4.5	15.2	12.2	96.0	-5.2	-13.6
CN(C)C(=O)c1ccc(NC(=O)CSc2nnc(-c3cccs3)n2N)cc1	-5.2	4.5	0.0	3.4	1.5	2.5	-4.3	96.0	-1.1	-4.6
Brc1cc(Br)c(Oc2cc(Br)c(Br)cc2Br)cc1Br	7.2	0.4	-0.1	4.5	-7.3	-5.8	-1.1	101.0	0.2	-1.8
COC(=O)C(CCCN1C(=O)c2ccccc2C1=O)(NC(C)=O)c1nn[nH]n1 (configuration not stated)	.	-1.9	-0.1	13.9	-3.8	0.6	-6.5	97.0	0.8	-3.3
COC(=O)CNC(=O)c1cn(CC(C)C)c(=O)c2cc(OC)c(OC)cc12	7.0	-2.5	-0.2	9.3	-6.3	1.4	1.8	98.0	0.3	-2.3
CN(C(=O)CN1C(=O)C2C3CC(C(Br)C3Br)C2C1=O)C1CCCCC1 (configuration not stated)	-15.1	-0.2	0.0	9.8	-2.4	-1.5	-4.6	94.0	-1.9	0.0
CCOc1ccc(OCCCCn2ccnc2)cc1	-3.3	7.3	0.1	-2.6	-1.1	2.9	-6.9	100.0	-2.1	-5.3
CCn1c(CCC(N)=O)nnc1SCC(=O)c1cc(C)n(C2CC2)c1C	-4.7	1.8	0.0	-3.4	-3.9	2.4	-5.9	98.0	-2.6	5.7
CC(=O)c1c(C)[nH]c(C(=O)OCC(=O)N2CCN(S(=O)(=O)c3ccc(C)cc3C)CC2)c1C	-0.4	-4.6	0.1	9.4	3.4	1.3	7.6	105.0	-1.4	-0.8
O=C(Cc1ccccc1)NCC(=O)N/N=C/c1ccc([N+](=O)[O-])s1	0.1	-4.0	2.4	4.8	-5.7	3.9	-4.2	92.0	-2.4	-0.9
O=C(CSc1ccc(-c2ccco2)nn1)NCc1ccccc1Cl	6.5	-5.6	0.2	15.9	0.2	-1.5	-0.2	91.0	-2.2	-2.5
O=C(Cc1cccs1)Nc1nncs1	4.0	-10.7	0.0	1.9	-2.3	1.4	-5.0	95.0	0.3	-1.0
C#CCn1cc(CNC[C@H]2O[C@@H](n3cnc4c(=O)[nH]c(N)nc43)[C@H](O)[C@@H]2O)c2ccccc21	.	0.4	-0.1	.	.	-0.2	3.1	98.0	.	-4.3
Cc1cc(C)c2c(n1)nn1c(C3CC3)cc(C(F)(F)F)nc21	.	-5.2	0.0	1.6	10.3	-0.4	4.0	101.0	3.9	-10.6
O=C(COc1ccc([N+](=O)[O-])cc1)N/N=C/c1ccccn1	19.5	-1.5	0.1	3.6	-6.5	2.8	1.7	110.0	-1.3	4.5
COc1ccc(-n2c(Cc3cccn3C)nnc2SCC(N)=O)cc1	0.1	1.2	0.2	6.7	1.9	1.1	0.3	97.0	-0.7	-4.7
CCOP(=O)(OCC)C(C)(C)NC(=O)Nc1ccc(Cl)c(Cl)c1	0.2	-2.4	-0.1	18.1	2.1	-3.8	-1.9	103.0	1.5	-3.3
O=C(Nc1nc2nc(-c3ccccc3)cc(-c3ccccc3)n2n1)c1ccco1	.	1.0	-0.4	13.6	11.8	8.6	7.5	108.0	-1.9	7.9
CC(C)CC1Nc2ncnc(N3CCCCC3)c2N(Cc2ccccc2)C1=O (configuration not stated)	.	42.0	1.3	0.0	-5.9	-2.4	-6.8	94.0	0.8	10.0
O=C1[C@@H]2CSCN2C(=O)CN1Cc1ccccc1F	-10.2	5.0	0.2	2.9	-11.4	0.5	2.9	99.0	-0.4	-2.4
COC(=O)CSc1nc(N2CCOCC2)c2c(c1C#N)CC(C)(C)OC2	9.6	1.7	-0.1	10.7	-7.7	3.8	-10.7	97.0	-0.5	1.6
Cc1ccn2c(C(=O)N/N=C\c3cccs3)c(C)nc2c1	1.1	4.6	-0.3	-0.2	0.2	-4.0	-1.1	104.0	-0.1	0.8
CCOc1ccccc1C(=O)OCC(=O)Nc1ccc(OC(F)F)cc1	2.1	-6.4	0.2	-7.7	6.1	0.8	0.8	98.0	-0.3	-7.8
CCSc1nnc(NC(=O)C2CCCCC2C(=O)OCC(F)(F)C(F)F)s1 (configuration not stated)	8.2	5.7	-0.2	6.5	-4.6	1.7	-0.8	98.0	-1.0	3.1
O=C1c2ccccc2C(=O)N1CCCn1c(=O)oc2ccccc21	.	-3.6	-0.2	-0.7	5.6	0.5	-1.0	96.0	-0.3	3.3
CCCCc1ccc(NC(=S)NCc2cccnc2)cc1	-11.2	5.1	1.0	5.1	1.1	-2.8	-0.6	95.0	-0.6	-13.2
Cc1cc(C)c[n+](-c2nc3ccccc3nc2C(=C=[N-])C#N)c1	-2.3&17.7	-5.0&-0.9	0.1&0.0	-3.7&6.1	9.1&-17.8	0.6&5.0	1.0&-3.9	103.0&105.0	-2.1&2.6	-15.8&7.7
CC(=O)N1CCN(c2cc(N3CCc4ccccc4C3)c(F)cc2[N+](=O)[O-])CC1	-1.7	2.0	0.0	-2.6	-6.4	2.3	13.9	98.0	0.1	3.1
Cc1cc(CN2C(=O)c3ccccc3C2=O)cc(N2CCOCC2)c1	-0.1	-3.5	0.0	14.1	-15.3	-1.0	-3.5	98.0	0.3	-12.1

Marked active in ABHD5 PLIN5 PPI, of those listed so far:
SMILES	Vif inh	Granule exo inh	aDG glyco act	MC4R antagonist	TLR9-MyD88 block	N-glyco inh	ABHD5 PLIN5 PPI	ABCB6 inh 2	MC4R barr agon	NOD2-RIPK2 inh
CNC(=O)c1nnsc1S(=O)(=O)c1ccc(Cl)cc1	-2.9	24.4	-0.6	5.1	41.0*	-13.6	74.5*	106.0	-2.7	85.5*

3 structures already listed, ordered by formula weight, ascending.
SMILES	Vif inh	Granule exo inh	aDG glyco act	MC4R antagonist	TLR9-MyD88 block	N-glyco inh	ABHD5 PLIN5 PPI	ABCB6 inh 2	MC4R barr agon	NOD2-RIPK2 inh
O=C(Cc1cccs1)Nc1nncs1	4.0	-10.7	0.0	1.9	-2.3	1.4	-5.0	95.0	0.3	-1.0
Cc1cc(Cl)ccc1OCC(=O)NNC(=O)c1cccs1	-14.4	-3.5	0.1	12.6	2.6	0.0	-0.5	88.0	-4.1	-8.4
COC(=O)C(CCCN1C(=O)c2ccccc2C1=O)(NC(C)=O)c1nn[nH]n1 (configuration not stated)	.	-1.9	-0.1	13.9	-3.8	0.6	-6.5	97.0	0.8	-3.3

New compounds follow
SMILES	Vif inh	Granule exo inh	aDG glyco act	MC4R antagonist	TLR9-MyD88 block	N-glyco inh	ABHD5 PLIN5 PPI	ABCB6 inh 2	MC4R barr agon	NOD2-RIPK2 inh
CC(C)(C)C(C(=O)n1cccc1C#N)c1ccccc1 (configuration not stated)	-0.6	-2.3	-0.1	0.2	-4.5	1.8	-0.6	93.0	-0.1	0.3
COc1cc(CC(=O)OCC(=O)c2ccc[nH]2)cc(OC)c1OC	-3.2	-1.0	-0.4	8.0	4.7	3.2	-2.7	114.0	-1.9	-9.3
CN1C[C@@H]2[C@@H]3C(=O)N(Cc4ccccc4)C(=O)[C@@H]3[C@](C)(C1=O)N2C(=O)c1ccc(F)cc1	-2.5	3.0	0.0	8.7	4.1	-0.4	5.0	88.0	0.1	-13.3
CCOc1ccccc1-n1nnnc1SCC(=O)O	5.2	6.1	-0.1	-8.3	-8.5	0.6	0.9	96.0	-1.5	-1.6
O=C(/C=C/c1ccccc1)NC(=S)NNS(=O)(=O)c1ccccc1	16.4	-2.6	-0.3	-0.7	-5.4	0.0	-4.6	99.0	-2.9	-2.7
CC(=O)Nc1ccc(S(=O)(=O)N2CCN(Cc3ccccc3[N+](=O)[O-])CC2)cc1	-10.5	-2.0	0.2	-0.7	-0.7	-3.7	-4.5	103.0	-1.1	-8.8
O=C1OC(Nc2ccc3ncccc3c2)c2ccccc21 (configuration not stated)	-2.4	4.8	0.2	0.1	-6.1	1.8	-5.5	96.0	-1.1	-8.9
CCCSc1nc(C)c2cc(C)cc(C)c2n1	-13.6	-0.5	0.1	-11.4	10.9	-0.2	1.0	97.0	-0.6	-8.0

Screening results as filed in PubChem BioAssay.
